hcGAS lum – human cGAS inhibition | Q8N884 | recombinant h-cGAS, ATP depletion, Kinase-Glo luminescence | 0.081% of 290,000 active | inhibition, % at 12.5 µM | AID 1259398;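 also: 0% = vehicle reaction and 100% = reaction without DNA for no activity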
Target sequence (Q8N884 whole entry, looked up): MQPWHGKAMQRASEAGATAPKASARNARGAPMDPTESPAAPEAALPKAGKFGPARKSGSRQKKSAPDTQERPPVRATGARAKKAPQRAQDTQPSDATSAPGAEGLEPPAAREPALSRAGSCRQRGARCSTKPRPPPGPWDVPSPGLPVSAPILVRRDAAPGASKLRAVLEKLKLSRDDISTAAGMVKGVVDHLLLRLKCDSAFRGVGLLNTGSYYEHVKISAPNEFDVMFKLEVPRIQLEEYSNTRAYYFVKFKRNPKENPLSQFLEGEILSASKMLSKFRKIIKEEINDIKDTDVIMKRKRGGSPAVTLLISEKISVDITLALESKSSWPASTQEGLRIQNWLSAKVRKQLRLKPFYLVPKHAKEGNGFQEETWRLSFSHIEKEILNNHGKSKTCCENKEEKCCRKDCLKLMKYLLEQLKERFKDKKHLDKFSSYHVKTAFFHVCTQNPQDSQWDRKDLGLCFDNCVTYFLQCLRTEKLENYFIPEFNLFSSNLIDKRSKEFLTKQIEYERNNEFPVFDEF
mcGAS lum – inhibitors of mouse cGAS; Q8C6L5; recombinant cGAS, Kinase-Glo ATP depletion luminescence; inhibition, % at 12.5 µM; 0.15% of 160,000 active; AID 1259399;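 also: 0% = negative control wells and 100% = reference inhibitor with no enzyme activity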
NPYLR7 ag – mosquito NPYLR7 agonism; HEK293T NPYLR7/Galpha15, GCaMP6s calcium fluorescence; activation, % at 10 µM; 0.15% of 270,000 active; in the data active = activation above about 40%;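 also: 0% = vehicle and 100% = reference agonist at the receptor; some compounds past the cut are filed as inactive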
Active calls of the source: *; · = no result given; & = joins results of further samples. Rule as the data show it, unless noted: active = inhibition above about 40%; inactive = the rest.

Sequence of screens – hcGAS lum | mcGAS lum | NPYLR7 ag
COc1ccc2nc(-c3ccc(OC)c(NS(=O)(=O)c4cccs4)c3)cn2n1
→ -4 | -6 | -3
CCC(=O)Nc1c(-c2ccc(F)cc2)nc2ccccn12
→ -6 | -3 | 21
NS(=O)(=O)c1ccc(CNC2CC(=O)N(CCc3ccccc3)C2=O)cc1 (stereo unspecified)
→ -4 | -3 | -2
CCc1cccc(NC(=O)N2CCSC2c2cccc(OCc3ccccc3)c2)c1 (stereo unspecified)
→ -10 | -4 | 17
COc1ccc(C2c3cccn3CCCN2Cc2cccc(Cl)c2)cc1 (stereo unspecified)
→ -7 | -6 | 23
CCCc1cnc2c(c1SC1CCCC1)c(=O)n(C)c(=O)n2C
→ -12 | -11 | 12
c1ccc(-c2ccc(CN3CCCC3)cn2)c(CN2CCOCC2)c1
→ -1 | · | 1
CCc1nnc(CNC(c2ncccc2C)C(C)C)o1 (stereo unspecified)
→ -4 | · | 6
O=C1/C(=C/c2cc3cc(Br)ccc3o2)Oc2c1ccc(O)c2CN1CCN(CCO)CC1
→ -2 | -3 | 72*
COc1ccc(-c2cc(C(=O)NCCc3ccccc3)n3nc(C(C)(C)C)cc3n2)cc1
→ -5 | -12 | 9
CC1CCCCC1NC(=O)CSc1nnc(NCc2ccccc2)s1 (stereo unspecified)
→ -6 | · | 0
CN(C)c1ccc(C2NN(Cc3ccccc3)C3C(=O)N(C4CCCCC4)C(=O)C23)cc1 (stereo unspecified)
→ -7 | -8 | -9
COCCOC(=O)c1c(NC(=O)CSc2nnc(N)s2)sc(C(N)=O)c1C
→ -2 | · | 4
Cc1cccc2nc(CN(C)Cc3ccc(Cl)cc3)cc(=O)n12
→ -3 | · | -4
Cc1nc2ccccc2nc1CN1CCCC(C(=O)Nc2ccc(-n3ccnc3C)cc2)C1 (stereo unspecified)
→ 0&-9 | -9 | -5&4
Cc1ccc(-c2nn(CN3CCN(C4CCS(=O)(=O)C4)CC3)c(=S)n2-c2ccc(C)cc2)cc1 (stereo unspecified)
→ 3 | · | -8
Cc1ccc(NC(=O)CC(=O)NCCc2cnc[nH]2)cc1Cl
→ -5 | -17 | 1
Clc1cccc(Cl)c1SCc1csc(Cc2ccc3c(c2)OCO3)n1
→ -7 | -7 | -1
COc1ccc(CCOc2nc(-c3ccc(C(F)(F)F)cc3)n(-c3cccc(NC(=O)CC(C)C)c3)n2)cc1
→ -3 | 18 | 3
O=C(N1CCC(n2cnc3cc(C(F)(F)F)ccc32)CC1)C1(c2ccccc2)CC1
→ -6 | -6 | 3
CC(C)(NCc1cnc2cnccn12)c1ccc2c(c1)OCO2
→ -3 | · | 1
OCC#Cc1ccc(CN2CC[C@@H](N3CCN(c4ccccc4F)CC3)[C@H](O)C2)s1
→ -12 | · | 6
Cc1ccc(N2C(=O)CSC2c2ccc3c(c2)OCO3)cc1F (stereo unspecified)
→ 0 | · | -4
C=CCNc1ccccc1C(=O)NCc1cn2ccsc2n1
→ -3 | -13 | 0
COc1ccc(C2=NOC(c3ccc(C)cc3)C2)cc1 (stereo unspecified)
→ 4 | · | -4
O=C(COc1ccc(Cl)cc1Cl)Nc1ccc(S(=O)(=O)N2CCCC2)cc1
→ -9 | -7 | -1
Cc1n[nH]c(C)c1CCCN(C)C(=O)c1cccs1
→ 3 | 0 | -5
O=C(NCc1ccc(Cl)s1)c1ccc(Br)o1
→ -9 | -7 | -3
Cc1nnnn1CCC(=O)NCCC1=CC[C@H]2C[C@@H]1C2(C)C
→ -11 | -6 | ·
O=C(Nc1ccn[nH]1)c1ccc(S(=O)(=O)Cc2ccccc2)cc1
→ -2 | -12 | -1
C=CCn1ncc(CN2CCC3(CC2)CCN(C(=O)c2ccno2)CC3)c1C
→ 0 | · | 23
CC(C)C(NC(=O)c1ccco1)C(=O)NC1CCC(=O)N(C)C1 (stereo unspecified)
→ -2 | · | 9
COc1ccc(CCNC(=O)c2cccnc2N2CCN(C(=O)c3ccc(-c4ccc(F)c(F)c4)s3)CC2)cc1OC
→ -2 | -3 | 15
CCc1ccccc1NC(=O)N(Cc1ccc(OS(=O)(=O)c2ccc(F)cc2)cc1)C(C)C
→ -1 | -7 | -1
COc1cc(CN2CCC3(CC2)NC(=O)c2c(Cl)cccc2N3)cc(OC)c1
→ -5 | -3 | 1
Clc1ccc(Cl)c(SCCSc2ncn[nH]2)c1
→ -8 | · | -2
COCCNC(=O)c1ccccc1NC(=O)c1ccccc1N(C)S(C)(=O)=O
→ 4 | · | 5
c1ccc(OCCn2cnnn2)cc1
→ 16 | 2 | -2
CC(Cn1cncn1)C(=O)N1CCc2onc(-c3cccc(F)c3)c2C1 (stereo unspecified)
→ -6 | · | 14
Cc1cnc(CN(C)C(=O)CC2COCCN2C(=O)N2CCN(C)CC2)[nH]1 (stereo unspecified)
→ -6 | -5 | ·

The closing 3 entries of the section before lead into the next.
Sequence of screens – hcGAS lum | mcGAS lum | NPYLR7 ag
c1ccc(OCCn2cnnn2)cc1
→ 16 | 2 | -2
CC(Cn1cncn1)C(=O)N1CCc2onc(-c3cccc(F)c3)c2C1 (stereo unspecified)
→ -6 | · | 14
Cc1cnc(CN(C)C(=O)CC2COCCN2C(=O)N2CCN(C)CC2)[nH]1 (stereo unspecified)
→ -6 | -5 | ·
CN1CCN(CC(=O)NC2CCCc3ccccc32)C(C)(C)C1=O (stereo unspecified)
→ 2 | · | -3
CCc1cccc(N2C=C(C(=O)N3CCCC3)S(=O)(=O)c3ccccc32)c1
→ -1 | -3 | 15
COc1ccc(OC)c(NC(=O)C2(C)CCN2C(=O)c2ccccc2CCc2ccccc2)c1 (stereo unspecified)
→ -10 | -5 | 9
COc1cc2c(cc1OC)C(C(C)C)N(C(=O)c1ccc(Cl)c(Cl)c1)CC2 (stereo unspecified)
→ -2 | -5 | 13
O=[N+]([O-])c1ccc(-c2cn3cc(-c4cccc(C(F)(F)F)c4)ccc3n2)cc1
→ -6 | · | 13
CCOc1ccc(C(=O)N2CCN(Cc3ccccc3)CC2)cc1OCC
→ -4 | -6 | -8
C[C@@H]1CCC[C@H](C)N1CC(=O)N1Cc2cnc(-c3ccccc3)nc2C1
→ -5 | · | 10
Cc1ccc(C2(O)CCN(C(=O)NCCc3ccc(F)cc3)CC2)nc1
→ 0 | · | 15
CC1Oc2ccc(C#N)cc2N(Cc2cccc(C(F)(F)F)c2)C1=O (stereo unspecified)
→ 1 | · | 9
COc1ccc(CCNC(=O)CN2CN(c3ccccc3)C3(CCN(S(=O)(=O)c4c(C)cc(C)cc4C)CC3)C2=O)cc1OC
→ -8 | -4 | 18
CC1CCCN(c2cc(C(=O)N3CCCC3)c3ccccc3n2)C1 (stereo unspecified)
→ -7 | · | 14
O=C(OCn1nnc2ccccc2c1=O)c1cc(=O)c2ccccc2o1
→ -5&-4 | -5 | 1&0
CCCn1c(O)c(C=Nc2ccc(C)cc2)c(=O)[nH]c1=S
→ -2 | -3 | -4
CCNC(=O)NCCC1CN(C2CCCCCC2)CCO1 (stereo unspecified)
→ 5 | · | 5
Nc1ccc(S(=O)(=O)c2ccc(Br)cc2)cc1
→ -8 | · | 2
Cc1ccc(C)c(Oc2cc(-n3ncc(Cl)c(Cl)c3=O)nc(C)n2)c1
→ 0 | · | 0
Cc1oc(-c2cc3c(cc2Cl)OCO3)nc1CN(C)Cc1nc(-c2cccnc2)no1
→ -9 | · | 23
COc1cc2c(Nc3ccc(Br)cc3F)ncnc2cc1OCC1CCN(C)CC1
→ -1 | -7 | -6
CC(NC(=O)CCNC(=O)c1ccccc1F)c1ncn[nH]1 (stereo unspecified)
→ -4 | -18 | 12
Cc1[nH]n(-c2nc(-c3cccc([N+](=O)[O-])c3)cs2)c(=O)c1N=Nc1cccc(Cl)c1
→ -1 | 5 | -7

Brought forward from above: 4 compounds, then new ones.
Sequence of screens – hcGAS lum | mcGAS lum | NPYLR7 ag
Cc1oc(-c2cc3c(cc2Cl)OCO3)nc1CN(C)Cc1nc(-c2cccnc2)no1
→ -9 | · | 23
COc1cc2c(Nc3ccc(Br)cc3F)ncnc2cc1OCC1CCN(C)CC1
→ -1 | -7 | -6
CC(NC(=O)CCNC(=O)c1ccccc1F)c1ncn[nH]1 (stereo unspecified)
→ -4 | -18 | 12
Cc1[nH]n(-c2nc(-c3cccc([N+](=O)[O-])c3)cs2)c(=O)c1N=Nc1cccc(Cl)c1
→ -1 | 5 | -7
OCc1ccccc1-c1nccc2occc12
→ 5 | · | 0
c1cncc(COC2CCCN(Cc3nc(-c4ccc5c(c4)OCO5)no3)C2)c1 (stereo unspecified)
→ -3&3 | -2 | 13&-2
COC(=O)c1ccc2oc(=O)n(C3CCN(C(=O)c4cc(C)nc(Cl)c4)CC3)c2c1
→ -4 | -5 | 8
Cc1cccc(Cn2c(=O)c(C(=O)N(C)C3CCCCC3)nn(-c3cccc(F)c3)c2=O)c1
→ -5 | -5 | ·
O=C(O)CN1C(=O)/C(=C\c2cccc([N+](=O)[O-])c2O)SC1=S
→ -10 | 8 | 5
CCCOc1c(Br)cc(CO)cc1OC
→ 9 | · | -1
CCOc1ccc(C2CC(c3ccc(OC)cc3OC)=NN2C(=O)CN2CCOCC2)cc1 (stereo unspecified)
→ -4 | -5 | 0
CN(C(=O)Cn1nc(-c2cccs2)c2sc(N3CCCC3)nc2c1=O)c1ccccc1
→ -6 | -9 | -1
CCc1c(C)sc(NC(=O)C2C3C=CC(C3)C2C(=O)O)c1C(=O)OC(C)C (stereo unspecified)
→ -10 | · | -3
Cc1ccc(-c2n[nH]c(=O)c3c2CCCC3)cc1
→ 0 | · | -8
Cc1ccc(NC(=O)CCn2cnc(-c3ccccc3)c2C2CCOC2)c(C)c1 (stereo unspecified)
→ 0 | · | -2
CNC(=O)[C@@H]1C[C@H]2CN(c3ccccc3)C(=O)c3cccc(c32)N1C(=O)COC(C)=O
→ -9 | -7 | 2
CN(C)CC(NS(=O)(=O)c1ccc2c(c1)CCC2)c1ccccc1 (stereo unspecified)
→ -3 | · | 15
C[C@@]12CC(=O)C3=C(CCCC3=O)N1CCc1ccccc12
→ 0 | 4 | 6
CN(C)C(=O)CNC(=O)CSc1nc2sc3c(c2c(=O)[nH]1)CCCC3
→ 0 | · | 0
NS(=O)(=O)c1ccc(CNc2cnc3ccccc3n2)cc1
→ -6 | · | 9
Cc1ccc(C2=NN(C(=O)C(C)C)C(c3ccc4nccnc4c3)C2)cc1 (stereo unspecified)
→ -5 | -9 | -6
Cn1cc(C(=O)N2CCCCCC2)cc(NC(=O)c2cc(Cl)ccc2Cl)c1=O
→ -3 | -9 | -15
Cc1cc(C(F)(F)F)nc(CCNC(C)Cn2ccnc2)n1 (stereo unspecified)
→ -9 | · | 17
CCN(CC)C(=O)Oc1ccc2c(ccn2Cc2cccc(C)c2F)c1-c1ccc(F)cc1
→ 2 | -4 | 13
CC(=O)N1CCN(C(=O)CCC(=O)O)CC1
→ -6 | -9 | 3
CCN(C(=O)Cc1ccccc1Cl)C(C)CS(=O)(=O)CC (stereo unspecified)
→ -8 | · | 5
COc1cc(OC)c(CN2CCCC(Cn3ccnc3C)C2)c(OC)c1 (stereo unspecified)
→ -8 | · | -2
CN(C)CCNC(=O)c1cc2n(n1)CCN(C(=O)C1CCCNCC1)C2 (stereo unspecified)
→ -6 | -8 | ·
CCNC(=O)N1CCC(c2ncc(C)n2C(C)C)C1 (stereo unspecified)
→ -10 | -4 | ·
CCOC(=O)c1nn(-c2ccccc2)c(=O)cc1N1CCN(C(=O)c2ccco2)CC1
→ 0 | · | 7
O=C(CN(c1ccccc1)S(=O)(=O)c1ccc(Cl)c(Cl)c1)OCC(=O)c1ccccc1
→ -1 | · | 4
COCCN(Cc1nccn1Cc1c(F)cccc1Cl)C(=O)C1CCCC1
→ -3 | -4 | 14
CCOCCn1c(=O)c2c(nc3n2CCCN3Cc2ccccc2)n(C)c1=O
→ -8 | -9 | ·
CNC(=O)[C@@H]1C[C@H](N)CN1C(=O)CCCOc1ccccc1
→ -4 | · | 6
NC(=O)CSc1cn(CCNC(=O)c2cccs2)c2ccccc12
→ -7 | · | 9
Cc1cc(C(=O)Nc2cc(C(C)(C)C)nn2-c2ccc(Br)cc2)cc(Cl)n1
→ -4 | -8 | 24
CCCCN(CC(=O)Nc1cc(C(C)(C)C)nn1-c1ccc(OC)cc1)C(=O)c1cccc(OC)c1
→ -2 | -6 | 20
Nc1cc(-c2ccc(Cl)c(Cl)c2)nn1-c1ccc(C(=O)Nc2cccc(Oc3ccccc3)c2)cc1
→ -8 | -4 | 2
O=C(CCN(Cc1ccco1)c1nc(-c2cccc(Br)c2)nc2ccccc12)N1CCN(c2ccccc2F)CC1
→ 1 | -4 | 8
OCc1sc2ccccc2c1Cl
→ -5 | -5 | -1
O=C(COCc1ccccc1)N(Cc1nc2cc(Cl)ccc2o1)C1CCCC1
→ 0 | -4 | -7
CN(CCOc1ccccc1)C(=O)c1ccc2cccnc2n1
→ -1 | -10 | 2
CCCCOc1ccc(C2=N/C(=C\c3cccc(F)c3)C(=O)O2)cc1
→ 0 | · | 0
COc1ccc(C)cc1NS(=O)(=O)c1cccc(Cl)c1Cl
→ 2 | -3 | -13
NC(CCc1ccccc1)c1csc(Nc2ccccn2)n1 (stereo unspecified)
→ 1 | · | 0
C=CCn1c(SCc2cc(F)ccc2F)nnc1-c1ccc(OC)cc1
→ 0 | -1 | -9
O=C(NC1CCCNC1=O)c1cc(COc2ccc(F)cc2F)[nH]n1 (stereo unspecified)
→ -3 | -1 | -17
CC(C)c1ccccc1OCc1nc(C(=O)N2CCCC2)cs1
→ -3 | -5 | -2
CCOc1ccc(S(=O)(=O)n2nc(C)c(S(=O)(=O)N(C)c3ccccc3)c2C)cc1
→ -11 | · | 2

Bioassay records: PubChem BioAssay, Fisher Drug Discovery Resource Center
